# PHOSPHO1 inh: PHOSPHO1 (human) inhibition; inhibition, % at 13.3 µM; AID 1565; recombinant PHOSPHO1, absorbance phosphatase assay; 1.1% of 290,000 active; Q8TCT1; in the data active = inhibition above about 60%
# Target sequence (Q8TCT1 whole entry, looked up): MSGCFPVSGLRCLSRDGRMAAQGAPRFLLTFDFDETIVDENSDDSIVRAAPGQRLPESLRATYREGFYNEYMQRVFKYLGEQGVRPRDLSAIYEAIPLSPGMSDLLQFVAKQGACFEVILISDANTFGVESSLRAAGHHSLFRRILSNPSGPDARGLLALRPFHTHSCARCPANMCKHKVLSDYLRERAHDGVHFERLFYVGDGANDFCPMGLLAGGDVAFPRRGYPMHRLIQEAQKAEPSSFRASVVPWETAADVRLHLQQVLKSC
# V1R ag counter: counter-screen for oxytocin receptor agonists: human V1a receptor agonists. activation, % at 3 µM. 0.25% of 320,000 active. P37288. CHO-V1R cells, Fluo-8 calcium fluorescence, agonist mode; 0% DMSO, 100% 3 nM vasopressin;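 active = activation above the mean activation of all tested compounds plus 3 SD, per screening run, cut at about 20% in these data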;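 note: signal is peak over basal fluorescence ratio across a 100 second FLIPR read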
# GPR7 antagonist: human neuropeptides B/W receptor 1 antagonism | P48145 | GPR7-expressing cells, fluorescence antagonist assay | inhibition, % at 4.4 µM | 1.1% of 290,000 active; in the data active = inhibition above about 16%, passing the limit was not always enough;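 note: cells stimulated with the agonist NPW; 0% = agonist with vehicle and 100% = vehicle without agonist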
# VIM-2 inhibitor: blocks Pseudomonas aeruginosa VIM-2 metallo-beta-lactamase | purified VIM-2, nitrocefin hydrolysis, epi-absorbance fluorescence | inhibition, % at 5.6 µM | 0.89% of 290,000 active;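 active = inhibition above the mean of all tested compounds plus 3 SD, cutoff set per screening run, cut at about 7.5% in these data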;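 note: red hydrolysis product quenches plate fluorescence so inhibitors raise well fluorescence; 0% = enzyme with DMSO and 100% = DMSO without enzyme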
# FID counter: displaces DNA intercalator in HCV helicase counter-screen | DNA fluorescent intercalator displacement, fluorescence | inhibition, % at 7.9 µM | 0.17% of 290,000 active | AID 1845; in the data active = inhibition above about 37%;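 note: 0% = vehicle and 100% = reference compound; higher means more ethidium bromide displaced from hairpin DNA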
# OXTR ag: human OXTR agonism; activation, % at 3 µM; P30559; CHO-OTR cells, Fluo-8 calcium fluorescence; normalized: DMSO 0%, oxytocin 100%; 0.32% of 320,000 active;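 active = activation above the mean of all tested compounds plus 3 SD, cutoff set per screening run, cut at about 20% in these data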;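 note: peak over basal fluorescence ratio from a 100 s FLIPR kinetic read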
# Target sequence (P30559 whole entry, looked up): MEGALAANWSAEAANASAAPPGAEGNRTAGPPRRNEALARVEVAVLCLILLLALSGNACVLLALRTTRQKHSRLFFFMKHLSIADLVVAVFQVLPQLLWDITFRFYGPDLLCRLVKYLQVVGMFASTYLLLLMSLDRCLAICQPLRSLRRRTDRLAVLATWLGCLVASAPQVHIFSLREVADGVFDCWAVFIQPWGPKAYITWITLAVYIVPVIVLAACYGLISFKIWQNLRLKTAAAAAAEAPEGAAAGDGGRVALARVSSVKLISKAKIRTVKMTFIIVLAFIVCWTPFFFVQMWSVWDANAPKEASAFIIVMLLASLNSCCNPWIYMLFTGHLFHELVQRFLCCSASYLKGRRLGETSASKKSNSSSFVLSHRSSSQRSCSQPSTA
# IMP-1 inh: inhibitors of Pseudomonas aeruginosa IMP-1 metallo-beta-lactamase | AID 1556 | inhibition, % at 5.6 µM | 0.45% of 290,000 active | purified IMP-1, nitrocefin hydrolysis, epi-absorbance fluorescence;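 active = inhibition above the mean plus 3 SD of all compounds in the same screening run, cut at about 4.5% in these data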;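 note: 0% = IMP-1 with DMSO and 100% = DMSO wells lacking enzyme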
#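 Assay system: purified IMP-1; Quantity: IMP-1 0.2 nM before substrate addition; Medium: HEPES buffer pH 7.1 with ZnSO4 and Brij 35; Incubation: 15 min enzyme–compound preincubation, then 25 min nitrocefin reaction, 25 °C; Signal: fluorescence quenching readout, ex 480/em 530 nm; Controls: DMSO with and without IMP-1; Repeats: singlicate testing.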
# NS3 helicase inh: HCV NS3 helicase inhibition | NS3 helicase DNA unwinding, Cy5 molecular beacon fluorescence | inhibition, % at 10.9 µM | 0.56% of 290,000 active;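 active = inhibition above the mean of all tested compounds plus 3 SD, set per campaign, cut at about 35% in these data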;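 note: 0% = DMSO wells and 100% = thioflavine S control wells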
#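 assay system = NS3 helicase fragment of HCV | buffer or medium = MOPS pH 6.5, MgCl2, DTT, Tween20, BSA | timing = 60 min unwinding reaction at 25 °C after ATP addition | signal = Cy5 beacon fluorescence read at start and 1 h | read-out basis = % inhibition of unwinding | control set = low DMSO, high thioflavine S at 110 µM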
# GalR3 antagonist: human GalR3 antagonism; HEK293 GalR3-CNG cAMP membrane potential fluorescence; galR3 body fused to GalR1 C-terminus; inhibition, % at 3 µM; O60755; 0.44% of 360,000 active;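 active = inhibition above the screen-wide average plus 3 SD, cut at about 13% in these data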;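 note: forskolin and galanin both at EC90 stimulate the cells; cAMP rise reported by CNG channel membrane potential dye signal; 0% = forskolin plus galanin with DMSO and 100% = forskolin alone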
# Target sequence (O60755 1-299 limits assumed): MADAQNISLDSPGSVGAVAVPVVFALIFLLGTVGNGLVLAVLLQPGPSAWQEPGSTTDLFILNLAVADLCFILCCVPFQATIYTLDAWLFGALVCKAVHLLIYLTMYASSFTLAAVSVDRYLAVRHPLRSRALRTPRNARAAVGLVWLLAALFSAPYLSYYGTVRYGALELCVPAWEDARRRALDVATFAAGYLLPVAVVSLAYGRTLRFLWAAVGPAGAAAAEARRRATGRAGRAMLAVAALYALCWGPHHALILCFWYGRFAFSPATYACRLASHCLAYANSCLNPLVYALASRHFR
# The depositor's hits bear a star; nt = not tested or not shown.
# Key to letters – A = PHOSPHO1 inh; B = V1R ag counter; C = GPR7 antagonist; D = VIM-2 inhibitor; E = FID counter; F = OXTR ag; G = IMP-1 inh; H = NS3 helicase inh; I = GalR3 antagonist
O=C(N/N=C/c1ccc(F)cc1)c1cc[n+]([O-])cc1
  A: -18	B: 1.2	C: -2	D: -3.0	E: -4	F: 0.5	G: -3.8	H: -13	I: -8
CC(=O)c1ccc(NC(=O)c2ccc(S(=O)(=O)N3CCCC3)cc2)cc1
  A: 50	B: 3.6	C: -10	D: -0.5	E: -5	F: 6.7	G: -3.0	H: -9	I: -2
NNC(=O)c1sccc1OCc1ccc(Cl)cc1Cl
  A: 41	B: 1.3	C: 20*	D: 3.6	E: -31	F: 0.2	G: -5.6	H: 12	I: -9
COC(=O)c1nc(-c2ccccc2)oc1N1CCOCC1
  A: -8	B: -0.8	C: -10	D: 1.2	E: -15	F: -0.6	G: -2.0	H: 10	I: 2
CCOC(=O)c1c(S(=O)(=O)Nc2ccc(CN3CCC(C)CC3)cc2)c(C)n(C)c1C
  A: 44	B: 0.7	C: -5	D: 0.4	E: 9	F: -0.4	G: -2.4	H: -12	I: -2
Cc1nn(C)cc1CNC(=O)c1cccc(F)c1
  A: 0	B: 2.7	C: -10	D: -1.4	E: -5	F: -0.3	G: -1.3	H: -2	I: 7
Cn1c(COc2ccc(Br)cc2)nnc1SC1CCc2ccccc2C1=O (stereo not given)
  A: -19	B: 1.6	C: 0	D: -6.2	E: -28	F: -1.3	G: -1.1	H: -1	I: 6
Cc1cc(N2CCN(C)CC2)n2nc(-c3ccc(Cl)cc3)nc2n1
  A: 22	B: 2.2	C: -3	D: 6.1	E: 6	F: 3.1	G: -0.5	H: 12	I: -7
COc1cccc(CSc2nnc(-c3ccco3)n2C)c1
  A: 44	B: -0.9	C: 18	D: 0.4	E: -7	F: -0.7	G: -1.2	H: -27	I: -5
CCC(C)(C)n1nnnc1C(c1cc2cc(C)ccc2[nH]c1=O)N1CCCC1 (stereo not given)
  A: 10	B: -0.1	C: -8	D: -2.7	E: -2	F: -1.9	G: -1.7	H: -18	I: -6
Cc1ccc(CC2C(=O)N(c3ccc(F)cc3)C(=O)C2C)cc1 (stereo not given)
  A: -3	B: 0.2	C: -1	D: 1.0	E: -11	F: -2.2	G: -1.8	H: 12	I: -7
CCOc1ccc(CNC(=O)c2ccccc2NC(=O)C2=CSCCO2)cc1
  A: 22	B: -0.8	C: -8	D: -1.0	E: -29	F: -3.1	G: -0.4	H: -12	I: 3
CC(C)OC(=O)C(C(=O)C(F)(F)F)c1cc(NS(=O)(=O)c2ccc3ccccc3c2)c2ccccc2c1O (stereo not given)
  A: -19	B: 0.8	C: 0	D: 2.6	E: 7	F: 2.2	G: 9.1*	H: 26	I: nt
COC(=O)c1nnn(-c2nonc2N)c1CSc1nc2ccccc2o1
  A: 26	B: 0.6	C: -5	D: -1.0	E: -6	F: 4.6	G: -4.7	H: -1	I: -3
CCOC(=O)COc1c(Br)cc(C2NC(=O)NC(C)=C2C(C)=O)cc1OC (stereo not given)
  A: 8	B: -0.6	C: -9	D: -3.8	E: -9	F: -1.5	G: -4.2	H: 5	I: -3
Cc1cccc(OCC(=O)N(C)CCc2ccccn2)c1
  A: -11	B: 1.3	C: -6	D: -1.3	E: 0	F: -0.8	G: -2.0	H: 11	I: 3
CCOc1ccc2nc(NC(=O)c3ccc(OCC4CCCO4)cc3)sc2c1 (stereo not given)
  A: -6	B: 3.2	C: -4	D: -4.2	E: -8	F: 4.2	G: -3.9	H: -9	I: -4
O=C(CSc1ccccc1)NC1CCCCCC1
  A: 48	B: 0.2	C: -3	D: -1.8	E: -27	F: -0.2	G: -2.1	H: 20	I: 0
CCC(=O)NC(Nc1ncc(C)s1)(C(=O)OC)C(F)(F)F (stereo not given)
  A: -12	B: 0.6	C: -10	D: -1.5	E: 1	F: 0.7	G: -3.4	H: -2	I: -5
c1ccc(COCCC2CO2)cc1 (stereo not given)
  A: -47	B: 0.3	C: 3	D: 1.1	E: 2	F: 1.2	G: 1.8	H: 9	I: nt
COc1ccc(CNC(N)=O)cc1OC
  A: 16	B: 0.1	C: -11	D: -2.9	E: 2	F: 0.2	G: -1.1	H: -2	I: 1
CN(c1cccc(NC(=O)c2ccc(Cl)c(S(=O)(=O)Nc3ccccc3)c2)c1)S(C)(=O)=O
  A: 8	B: -0.1	C: 8	D: -1.0	E: -6	F: -0.9	G: -3.1	H: -5	I: 3
COc1ccc(CNC(=O)c2csc(Cc3ccc(Cl)cc3)n2)cc1
  A: 32	B: 2.5	C: 21	D: -2.3	E: -26	F: -0.8	G: -0.5	H: -11	I: -2
CCOC(=O)N1CCN(c2c(-c3ccccc3)c3cc(Cl)ccc3[nH]c2=O)CC1
  A: 52	B: 0.1	C: -11	D: -0.8	E: -5	F: 1.0	G: -0.2	H: -1	I: -5
Cc1oc(-c2ccccc2F)nc1CS(=O)(=O)CC(=O)N1CCN(c2ccccc2)CC1
  A: 1	B: 3.1	C: -11	D: 1.6	E: -31	F: 1.2	G: -5.8	H: -7	I: nt
Cc1ccc(-c2noc(-c3ccccc3Br)n2)cc1
  A: -9	B: 0.7	C: -13	D: -1.2	E: 1	F: -1.5	G: -2.2	H: 1	I: 8
O=C(NCc1ccccc1Br)c1ccc2c(c1)OCCO2
  A: 30	B: -0.8	C: -5	D: -0.9	E: -10	F: -1.7	G: -1.3	H: 2	I: -13
Cc1nc(N2CCN(C(=O)c3ccco3)CC2)nc2c1C(=O)CC(C)C2 (stereo not given)
  A: 38	B: -0.6	C: 3	D: 3.9	E: -41	F: -1.0	G: -1.7	H: -1	I: -7
CN=c1sc2ccccc2n1CC(O)COc1ccccc1 (stereo not given)
  A: 13	B: 0.1	C: -1	D: -0.9	E: 10	F: -0.4	G: -0.8	H: -13	I: -8
CCc1ccc(-c2csc(NC(=O)C3CC(=O)N(c4ccc5c(c4)OCCO5)C3)n2)cc1 (stereo not given)
  A: 5	B: 1.9	C: -5	D: -1.9	E: -19	F: 0.9	G: -1.7	H: -4	I: 4
CC12CCC(C(=O)N/N=C/c3ccc(O)cc3O)(OC1=O)C2(C)C (stereo not given)
  A: -10	B: 1.0	C: -15	D: -3.2	E: -8	F: 0.0	G: -3.3	H: 7	I: -9
Cc1ccc(CN2[C@@H](CC3CCCCC3)COCCS2(=O)=O)cc1
  A: -24	B: -0.5	C: -17	D: -2.1	E: -28	F: -1.3	G: -2.4	H: 6	I: -4
CCOc1ccccc1/C=C(/NC(=O)c1ccccc1)C(=O)NCC(=O)O
  A: -9	B: 0.7	C: -8	D: -3.1	E: -23	F: 0.6	G: -2.6	H: 2	I: 9
CSCCNC(C)=O
  A: 11	B: 0.7	C: -6	D: -3.1	E: -2	F: -0.1	G: -5.5	H: 5	I: nt
Cc1ccc(-c2nnc(Nc3ccc(CC(N)=O)cc3)c3ccccc23)cc1S(=O)(=O)NCC1CCCO1 (stereo not given)
  A: 24	B: -1.4	C: -10	D: -1.2	E: -40	F: -0.1	G: -3.2	H: -8	I: 0
COc1cc2c(cc1OC)CN(CC(=O)Nc1ccc(S(=O)(=O)N3CCCC3)cc1)CC2
  A: 37	B: 1.2	C: 5	D: 0.6	E: 7	F: 0.0	G: 1.2	H: 2	I: 0
COc1cccc2cc(C(=O)Nc3ccc(S(=O)(=O)NCC4CCCO4)cc3)c(=O)oc12 (stereo not given)
  A: 4	B: 1.6	C: 0	D: -0.1	E: 0	F: 3.2	G: -2.1	H: 5	I: -3
COC(=O)c1nc(NC(=O)C(C)(C)C)n[nH]1
  A: 7	B: 0.2	C: -11	D: -3.7	E: 4	F: 0.2	G: -3.5	H: -17	I: -4
COc1cccc(NC(=O)c2sc3nc(N4CCOCC4)c4c(c3c2N)CCCC4)c1
  A: 22	B: -1.0	C: -2	D: 0.9	E: -47	F: -1.1	G: -3.9	H: -7	I: -2
CCCCOC(=O)c1ccc(NC(=O)C(=O)CC(=O)c2ccc(OC)cc2)cc1
  A: 14	B: -0.4	C: -9	D: -4.3	E: -8	F: -1.0	G: -2.9	H: 21	I: 4
COc1ccc(Cl)cc1NC(=O)C(C)NC(c1ccccc1)c1ccccc1 (stereo not given)
  A: -4	B: 1.0	C: -8	D: -1.5	E: -3	F: -0.8	G: -2.8	H: -3	I: 0
CN(C)S(=O)(=O)c1ccc(Cl)c(NC(=O)COC(=O)c2ccc3c(c2)NC(=O)CS3)c1
  A: 19	B: 12	C: -9	D: -0.5	E: -19	F: 4.5	G: -0.9	H: 5	I: 8
CCCC(=O)Nc1nnc(CC(=O)OCC)s1
  A: -1	B: 0.1	C: 2	D: 3.6	E: -8	F: 0.6	G: -5.4	H: -3	I: 2
C#CCOCCOCCOCCNc1nc(N2CCN(C(=O)[C@H](CCCCN)n3cc([C@@H](N)C(C)CC)nn3)CC2)nc(N2CCN(C(=O)[C@H](CCCCN)n3cc([C@@H](N)CO)nn3)CC2)n1 (stereo not given in full)
  A: 22	B: 0.0	C: 5	D: 1.1	E: 66*	F: -0.3	G: -1.0	H: -33	I: nt
CCn1cnc2cc(NC(=O)c3ccc(C)cc3)ccc21
  A: 36	B: 1.0	C: -4	D: -1.7	E: -10	F: 0.4	G: -5.0	H: 5	I: -2
O=C(Nc1nnc(-c2ccc(F)cc2)s1)C1CCN(S(=O)(=O)c2ccc(Cl)cc2)CC1
  A: -10	B: 1.7	C: 10	D: -1.7	E: 2	F: 1.5	G: -0.5	H: -6	I: 3
CCN(CC)C(=S)Oc1c(Cl)cccc1Cl
  A: 22	B: -2.3	C: -11	D: -0.9	E: -3	F: -2.9	G: -4.0	H: 11	I: -6
Cc1cc(C)c(S(=O)(=O)n2c([N+](=O)[O-])cnc2C)c(C)c1
  A: 0	B: -0.6	C: -4	D: -4.3	E: -8	F: 0.4	G: -1.6	H: -11	I: 0
Cc1ccccc1OCC(=O)NC(Cc1c[nH]c2ccccc12)C(=O)O (stereo not given)
  A: 45	B: 1.1	C: -1	D: 0.6	E: -29	F: -0.2	G: -0.8	H: 11	I: 6
Cc1c(C=O)c2ccccn2c1C(=O)c1cccc([N+](=O)[O-])c1
  A: 12	B: -0.6	C: -9	D: -1.4	E: 1	F: -0.6	G: -1.6	H: 11	I: -2
O=C(O)c1nc(-c2ccccc2)n(-c2cccc(C(F)(F)F)c2)n1
  A: -12	B: -0.7	C: -10	D: -0.9	E: -10	F: 1.3	G: 1.0	H: 1	I: 1

# Ordered by the number under NS3 helicase inh (high to low): some entries from above.
Molecule	PHOSPHO1 inh	GPR7 antagonist	VIM-2 inhibitor	IMP-1 inh	NS3 helicase inh	GalR3 antagonist
Cc1c(C=O)c2ccccn2c1C(=O)c1cccc([N+](=O)[O-])c1	12	-9	-1.4	-1.6	11	-2
CCn1cnc2cc(NC(=O)c3ccc(C)cc3)ccc21	36	-4	-1.7	-5.0	5	-2
COC(=O)c1nc(NC(=O)C(C)(C)C)n[nH]1	7	-11	-3.7	-3.5	-17	-4

# Single values from the list.
# Reading for COc1cc2c(cc1OC)CN(CC(=O)Nc1ccc(S(=O)(=O)N3CCCC3)cc1)CC2 in FID counter: 7
# Reading for O=C(O)c1nc(-c2ccccc2)n(-c2cccc(C(F)(F)F)c2)n1 in IMP-1 inh: 1.0
# Reading for COc1ccc(Cl)cc1NC(=O)C(C)NC(c1ccccc1)c1ccccc1 (stereo not given) in PHOSPHO1 inh: -4

# High-throughput results deposited in PubChem by several laboratories.
